LMPTP block = blocks human LMPTP phosphatase; inhibition, % at 20 µM; AID 651560; P24666; 360,000 tested, 0.22% active; recombinant LMPTP-A, OMFP fluorogenic substrate, fluorescence intensity;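 active = compounds that cut the enzyme signal by at least half of the control window in the single-dose screen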;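 note: plate controls were DMSO wells with enzyme plus substrate for no effect and substrate without enzyme for full effect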
Target sequence (P24666 whole entry, looked up): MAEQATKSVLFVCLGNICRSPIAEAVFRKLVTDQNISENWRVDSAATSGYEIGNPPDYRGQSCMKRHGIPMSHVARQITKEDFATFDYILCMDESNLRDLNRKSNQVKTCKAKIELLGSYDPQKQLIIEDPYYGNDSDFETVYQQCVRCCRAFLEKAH
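Assay system: LMPTP-A enzyme. Input: 0.625 nM LMPTP-A final. Probe or stimulus: 400 µM OMFP. Compound dosing: single 20 µM dose. Schedule: 50 min dark incubation at room temperature. Detection: fluorescence intensity of OMFP turnover product. Read-out: percent inhibition versus substrate-only and uninhibited controls. Benchmarks: no-enzyme low control, uninhibited high control.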
Rpn11 block = inhibitors of human proteasome Rpn11; 360,000 tested, 0.59% active; AID 588493; human 26S proteasome, Ub4-pepOG fluorescence polarization; 20S core pre-blocked with epoxomicin; calls only at 20 µM;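 active = inhibition at 20 µM, scaled to each plate's controls, above about 33%, limit read from the data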
Scp1 inh = inhibitors of human Scp-1 phosphatase | Q9GZU7 | Recombinant Scp1, phosphopeptide, malachite green phosphate absorbance | 340,000 tested, 0.88% active | inhibition, % at 20 µM;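 active = inhibition above about 50% at 20 µM, limit read from the data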;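 note: plate controls were DMSO wells with enzyme for no effect and wells lacking enzyme for full effect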
Target sequence (Q9GZU7 76-261 limits assumed): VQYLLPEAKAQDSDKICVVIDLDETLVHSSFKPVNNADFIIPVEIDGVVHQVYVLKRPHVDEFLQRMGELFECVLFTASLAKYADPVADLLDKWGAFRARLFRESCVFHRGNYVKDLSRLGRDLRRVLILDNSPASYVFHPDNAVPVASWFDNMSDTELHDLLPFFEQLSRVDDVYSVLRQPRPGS
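Test system: SCP-1 phosphatase catalytic domain, residues 76-261 | Compound dosing: One concentration, 20 µM, with 1.0% DMSO | Schedule: 45 min room-temperature reaction, 5 min colour, 30 min stabiliser | Detection: Absorbance at 630 nm | Read-out basis: % inhibition of SCP-1 phosphate liberation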
DNMT1 block = inhibitors of human DNMT1 | inhibition (reported as % activation of signal), % at 10 µM | DNMT1 molecular beacon, Hinp1I cleavage, fluorescence | 360,000 tested, 0.83% active | AID 588458 | P26358; in the data active = inhibition above about 50%
TbMetRS inhib = Trypanosoma brucei MetRS inhibition; purified T. brucei MetRS, ATP depletion, Kinase-Glo luminescence; inhibition, % at 11.9 µM; 360,000 tested, 0.4% active;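 active = inhibition above a per-plate cutoff of the control wells' mean inhibition plus 3 SD, cut at about 5.5% in these data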;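 note: 0% = DMSO wells median and 100% = median of wells with control inhibitor compound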
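Dosing: 11.9 µM single point; system: parasite MetRS enzyme; technique: luminescence of leftover ATP; times: 15 min enzyme-compound preincubation, 2 h reaction, 10 min detection, 25 °C; replicates: each compound tested once; read-out basis: percent inhibition relative to median high and low control wells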
NadD block = NadD (S. aureus) enzyme inhibition. purified NadD enzyme, colorimetric absorbance read-out. inhibition, % at 20 µM. 360,000 tested, 0.78% active; in the data active = inhibition above about 26%; note: some compounds past the cut are filed as inactive
STEP block = STEP (human) phosphatase inhibition; recombinant STEP, OMFP fluorogenic substrate, fluorescence; inhibition, % at 20 µM; 360,000 tested, 0.25% active; AID 588621;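 active = inhibition at 20 µM, scaled per plate between control wells, above about 37%, limit read from the data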;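 note: 0% = DMSO with enzyme and substrate and 100% = substrate only without enzyme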
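System: STEP phosphatase, cell-free reaction; Buffer or medium: Bis-Tris pH 6.0 buffer with DTT, detergent; Incubation: 20 min at room temperature, dark; Measured by: fluorescence, 480/540 nm.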
CSN deneddyl inh = inhibitors of human CSN-mediated cullin deneddylation. Q92905. Purified CSN, SCF-Nedd8-OG deneddylation, fluorescence polarization. inhibition, % at 12.5 µM. 360,000 tested, 0.38% active. AID 651999;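 active = pattern-corrected inhibition above about 35%, with an unprinted fluorescence ratio check between 0.5 and 1.5, limit read from the data, passing the limit was not always enough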;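 note: 0% = enzyme with substrate and 100% = substrate without enzyme; some results filed as inactive read as strong as hits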
Target sequence (Q92905 whole entry, looked up, one chain of several): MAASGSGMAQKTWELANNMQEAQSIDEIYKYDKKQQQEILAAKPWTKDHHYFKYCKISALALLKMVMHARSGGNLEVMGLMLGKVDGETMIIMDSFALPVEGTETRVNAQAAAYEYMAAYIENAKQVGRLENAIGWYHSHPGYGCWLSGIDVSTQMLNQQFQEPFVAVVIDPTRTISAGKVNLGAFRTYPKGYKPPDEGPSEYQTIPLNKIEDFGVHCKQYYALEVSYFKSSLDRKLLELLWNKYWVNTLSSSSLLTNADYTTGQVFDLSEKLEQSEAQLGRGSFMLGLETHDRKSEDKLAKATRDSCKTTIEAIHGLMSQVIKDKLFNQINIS
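assay system = purified human Csn5 enzyme expressed in HEK293T cells | amount = 0.24 nM enzyme | buffer or medium = Tris/NaCl/DTT buffer, pH 7.5 | reagent = 10 nM SCFSkp2-Nedd8OG | compound = one concentration, 12.5 µM, 0.25% DMSO | times = 90 min reaction at room temperature | signal = FP | read-out basis = % inhibition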
SUMO1 PPI mod = modulators of human SUMO1-mediated protein-protein interactions; inhibition, % at 20 µM; 360,000 tested, 0.33% active; SUMO1 binding to a labelled peptide, TR-FRET, 1 h; AID 602429; P63165; in the data active = inhibition above about 37%
Target sequence (P63165 whole entry, looked up): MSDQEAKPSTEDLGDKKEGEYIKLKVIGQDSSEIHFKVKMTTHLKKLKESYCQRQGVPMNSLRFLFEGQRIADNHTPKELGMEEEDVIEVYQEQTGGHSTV
PABP1 MLLE inh = blocks PAM2 peptide binding to the PABP1 MLLE domain; GST-MLLE / FITC-PAM2 fluorescence polarization; 360,000 tested, 0.36% active; P11940; AID 588489; inhibition, % at 20 µM; in the data active = inhibition above about 35%, passing the limit was not always enough;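 note: plate controls were DMSO wells with GST-MLLE for no effect and wells lacking GST-MLLE protein for full effect; some results filed as inactive read as strong as hits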
Active calls of the source: *; i = inactive; / = not tested or not shown.

SMILES	Scp1 inh	SUMO1 PPI mod	PABP1 MLLE inh	LMPTP block	NadD block	DNMT1 block	STEP block	Rpn11 block	TbMetRS inhib	CSN deneddyl inh
COc1ccccc1C(=O)NCCC(=O)NCC(c1ccc(F)cc1)N1CCOCC1 (stereo not drawn)	-8	-20	-3	-9.3	3	1	-2	i	-0.2	4
Cc1cc(C)c(C#N)c(SCC(=O)NN2CC(=O)N(c3ccccc3F)CC2=O)n1	-7	-1	6	-1.2	-3	-3	-3	i	0.4	-2
S=c1[nH]nc(-c2ccccc2)o1	-12	1	-95	-0.3	-1	3	3	i	-0.7	-2
CCC(C)(C)n1nnnc1C(c1ccc(C)cc1)N1CCN(Cc2cccnc2)CC1 (stereo not drawn)	3	-1	1	-3.2	7	-1	-1	i	-0.9	1
Cc1c(C(=O)N(C)CCC#N)oc2ccc(S(=O)(=O)N3CC(C)CC(C)C3)cc12 (stereo not drawn)	-3	-1	-2	-0.5	5	-1	1	i	-0.4	-3
CCOC(=O)C1=C(C)OC(N)=C(C#N)C1c1ccsc1 (stereo not drawn)	-2	-2	17	0.1	-7	-4	0	i	0.1	-3
Cc1cccc(-c2nnc(NC(=O)c3ccc(N4C(=O)CCC4=O)cc3)s2)c1	-3	3	-6	-0.2	5	0	0	i	-0.3	4
O=C(N/N=C/c1coc2ccccc2c1=O)c1cccc([N+](=O)[O-])c1	-5	-15	19	-1.5	0	-1	1	i	-0.4	-2
CCC(C)(C(=O)NC1CCCCC1)N(C(=O)c1ccccn1)c1ccccc1 (stereo not drawn)	-4	-1	14	-1.8	2	0	-1	i	-0.3	4
Cc1ccc2c(c1)c1c(c(=O)n(-c3ccccc3)c(=O)n1CC(=O)NCC1CCCO1)n2C (stereo not drawn)	-5	-20	-14	-0.4	3	-2	0	i	-0.3	0
COc1ccc(NS(=O)(=O)c2cccc(C(=O)N3CCCCCC3)c2)cc1	-1	-37	22	-8.8	0	-6	-1	i	-0.3	5
Cc1ccc(OCCSc2nc3ccccc3n2CC(=O)O)cc1	-7	4	2	-0.9	3	3	4	i	0.3	-8
Cc1ccc(-n2c(SCC(=O)OC(C)C)nnc2-c2ccncc2)cc1	6	-2	-34	-1.1	1	1	-6	i	-2.5	2
CC(=O)c1ccc(NC(=S)N2CCCC(CO)C2)cc1 (stereo not drawn)	-12	3	-29	-2.6	4	-2	2	i	-1.0	4
COc1cccc(NC(=O)CN(C)C(=O)C(CCSC)NC(=O)c2ccco2)c1 (stereo not drawn)	-4	2	7	-0.6	-5	4	-3	i	-0.4	-3
Cc1ccc(C)c(Cn2c3ccccc3c3cnn(CC(=O)NCCCN4CCCCC4)c(=O)c32)c1	3	-20	10	-3.5	-9	-1	-1	i	0.0	0
CC(=O)C1=C(O)C(=O)N(Cc2ccccc2)C1c1ccc(N(C)C)cc1 (stereo not drawn)	4	3	17	-1.4	1	0	2	i	-0.5	4
CCOc1ccc(NC(=O)c2nccnc2CO)cc1	25	0	6	0.4	-8	2	9	i	-0.6	-1
N#Cc1ccccc1S(=O)(=O)N1CCN(C(=O)c2cccc(S(=O)(=O)N3CCCC3)c2)CC1	4	4	-12	-1.3	4	0	2	i	0.1	0
O=C(O)CCc1nc2ccccc2n(CCc2ccccc2)c1=O	-12	-3	-14	-3.5	7	1	2	i	0.0	-1
O=C(C1CCC(=O)N(C2CC2)C1)N(CCO)Cc1ccccc1 (stereo not drawn)	-5	3	-5	-1.7	-1	-2	1	i	0.7	0
CCCc1c(C)nn(C(=O)/C(C#N)=N/Nc2ccccc2[N+](=O)[O-])c1C	7	-17	0	1.5	-2	3	-1	i	-0.8	0
CC(=O)Nc1ccc(S(=O)(=O)Nc2nnc(C(C)C)s2)cc1	-6	0	28	-2.1	-4	0	-3	i	-0.8	-2
CCOC(=O)[C@H]1[C@H]2COc3ccc(Br)cc3[C@@H]2N2C(=O)c3cc(Br)ccc3NC(=O)[C@@]12C	1	-21	-4	-0.3	19	-4	0	i	-0.4	-2
Cc1cccc(-c2nc3c(c(SCC(=O)N(C)C)n2)CCCC3)c1	-6	-1	-4	1.6	4	-3	0	i	1.3	2
COc1cccc(CN(C)CC(=O)Nc2ccccc2C(C)C)c1	-9	-1	14	-1.3	-7	0	-2	i	-1.3	4
COc1ccccc1N1CCN(C2CCCN(C(=O)CCn3cncn3)C2)CC1 (stereo not drawn)	12	4	-10	-0.8	-3	1	-5	i	-0.5	3
C[C@@H]1CN([C@@H](C)CO)C(=O)Cc2cc(NC(=O)Nc3ccc4c(c3)OCO4)ccc2O[C@@H]1CN(C)C(=O)NC1CCCCC1	-4	7	5	-0.9	-3	-1	4	i	-2.1	5
CC1=C(C(=O)Nc2ccccc2)C(c2ccco2)NC(=S)N1 (stereo not drawn)	-2	1	-124	-1.4	11	0	2	i	-0.6	-1
CCC(=O)NNc1ccc(Br)cc1	-7	0	2	-1.6	2	0	3	i	0.4	1
Cc1ccc(C2(C)NC(=O)N(CC(=O)Nc3ccc4c(c3)OCO4)C2=O)cc1 (stereo not drawn)	-8	0	-11	-1.2	0	-5	-3	i	-0.4	-2
O=C(Cn1cc(C(F)(F)F)ccc1=O)N/N=C/c1ccc(Cl)cc1Cl	2	-3	6	-0.6	-2	6	0	i	-0.2	-16
CC(=O)Nc1cccc2cc(S(=O)(=O)O)ccc12	/	4	4	6.4	-3	28	29	i	-1.1	3
O=S(=O)(N/N=C\C=C\c1ccccc1)c1ccc(Cl)cc1	-6	-4	-9	1.5	0	-4	-2	i	-0.8	-4
CCCN1CCN(CCNC(=O)Nc2ccccc2Cl)CC1	-5	1	0	-3.2	-5	-1	-3	i	-0.5	0
CCCn1nnc(NC(=S)NC(=O)CC)n1	-4	0	21	-0.8	-2	2	3	i	0.5	-2
N#Cc1ccc(C(=O)OCC(=O)Nc2cccnc2Cl)cc1	17	0	-11	0.5	0	7	-3	i	-0.2	-4
CCCS(=O)(=O)c1nc(S(=O)(=O)c2ccc(C)cc2)c(N2CCN(CCO)CC2)s1	-18	4	-14	-0.5	1	0	-1	i	0.0	2
O=C(NCC1COc2ccccc2O1)C1CCCN(S(=O)(=O)c2cccc3cccnc23)C1 (stereo not drawn)	15	5	9	0.3	2	3	2	i	2.6	-4
CCN1C(=O)N[C@@H](c2cccc(C(F)(F)F)c2)C(C(=O)OC)=C1C	-11	2	13	-1.1	-4	7	0	i	-0.2	-1
O=C1C(Cl)=C(NC2CCCCC2)C(=O)N1Cc1ccccc1	-8	-7	-15	1.6	-2	1	-2	i	-1.1	-4
OC1(c2ccc(Br)cc2)CN(c2ccccc2)C2=[N+]1CCS2 (stereo not drawn)	2	0	37*	1.0	-8	1	3	i	-0.6	2
COc1ccc(Cl)cc1NC(=O)CN(C)CC(=O)Nc1ccccc1N1CCOCC1	-2	3	2	3.7	-4	-3	0	i	0.2	1
CC(=O)Nc1ccc(-n2nnnc2SCC(=O)NC2CCCC2)cc1	-6	3	-4	0.8	-5	-1	-2	i	1.0	3
CCCOc1ccc(C(=O)CCNc2ccc(C)c(Cl)c2)cc1	2	1	-7	-0.1	6	6	-2	i	-0.7	1
COC(Cn1c2c(c3cc(C)ccc31)CCCC2NCc1ccccc1)OC (stereo not drawn)	28	2	-7	-1.4	-8	5	1	i	0.5	-2
COc1ccc(C(=O)NC(C)c2cccnc2)cc1S(=O)(=O)N(C)Cc1ccccc1 (stereo not drawn)	-2	3	-16	0.2	1	0	-2	i	-0.4	1
CCC(C)[C@H]1CNC(=O)C(=O)N1CCc1cccc(F)c1 (stereo partly drawn)	/	5	/	1.0	3	/	/	/	0.1	-5
CC1C(=O)NN=C1C(=O)N/N=C/c1cccs1 (stereo not drawn)	-11	-6	-6	-1.2	-3	6	0	i	-0.3	-2
Cc1cc(C)c(NC(=O)CS(=O)CC(=O)NCCN2CCCCCC2)c(C)c1 (stereo not drawn)	4	-4	14	1.0	-5	11	-8	i	-1.4	-2
COC(=O)C1=C(C)N(c2cc(C)cc(C)c2)/C(=C/c2ccco2)C1=O	37	-13	-1	7.2	8	13	4	i	-1.1	-4
CCN(C(=O)COc1cc(OC)ccc1C(C)=O)C1CCS(=O)(=O)C1 (stereo not drawn)	-1	-1	4	-1.9	2	6	-3	i	-0.4	-5
CCCc1ccc(NC(=O)C2CCN(c3cnccn3)CC2)cc1	-1	-1	6	-0.9	-3	4	-1	i	0.0	0
O=C(CSc1n[nH]c(-c2ccco2)n1)Nc1ccccc1F	-6	6	-10	-0.8	-4	-3	-1	i	0.0	-2
O=C(CSc1nnc(-c2cccs2)n1CC1CCCO1)N1CCCC1 (stereo not drawn)	-6	2	6	-0.8	-4	0	-5	i	-0.5	-9
CCCC(C)c1nnc(NC(=O)C2CC(=O)N(CCc3ccc(F)cc3)C2)s1 (stereo not drawn)	-5	0	22	0.1	1	-6	32	i	-0.1	1
COn1c(SCc2ccc(C)cc2C)nc2ccccc2c1=O	-8	0	4	3.7	1	0	-2	i	-0.3	0
Cc1ccccc1NS(=O)(=O)c1ccc2[nH]c(=O)[nH]c2c1	-3	11	5	-0.9	1	6	-1	i	0.8	-4
Cc1cnc2cc(Cl)ccc2c1SCC(=O)O	-8	-8	11	-2.3	1	3	4	i	0.5	2
CC(C)(C)c1ccc(NC(=O)N2CCN(c3ccc([N+](=O)[O-])cn3)CC2)cc1	-2	-7	6	-1.5	2	1	0	i	0.0	-3

Part of the list above, showing only DNMT1 block, TbMetRS inhib and Rpn11 block.
smiles | DNMT1 block | TbMetRS inhib | Rpn11 block
COc1ccc(Cl)cc1NC(=O)CN(C)CC(=O)Nc1ccccc1N1CCOCC1 | -3 | 0.2 | i
CC(=O)Nc1ccc(-n2nnnc2SCC(=O)NC2CCCC2)cc1 | -1 | 1.0 | i

Screening results deposited in PubChem by several laboratories.

This is a random part of the collection. Share with any hit: about 3.6%.
